Source: PubChem BioAssay
a7 integrin act: qHTS for Activators of Integrin-Mediated Alleviation for Muscular Dystrophy; 350,000 compounds, 0.064% hits; Potency, µM (titrated, usually from 38.3 µM), inactives show top-dose activation, usual class: activators; alpha7betagal myoblasts, beta-gal FDG fluorescence, 48 h;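 note: potency is the fitted concentration of half-maximal effect; 100% = response of the positive control SU9516; nearly all actives have a fitted effect of over 60% in size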
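alpha7betagal+/- myoblasts (passage 13, 250/well) treated 48 h at 37C with compounds at 1:260 dilution of DMSO stock. Lysed, then beta-galactosidase activity read as FDG fluorescence (ex 480/em 540) after 30 min, with pre-read for autofluorescence.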
PTAP TSG101 blk: qHTS Assay for Iinhibitors of HIV-1 Budding by Blocking the Interaction of PTAP/TSG101. AID 493005, 2010. Potency, µM (titrated, usually from 115 µM), for the others: top-dose activity change, negative = inhibition, hits mostly inhibitors. Fluorescence polarization, FITC-PTAP peptide / Tsg101 binding. 340,000 tested, under 10 active. Tumor susceptibility gene 101 protein (Homo sapiens), Q99816; active = well fitted inhibition curve with a large enough effect in the main read-out, with a control signal flat, not every such curve was filed as active; inconclusive = small, poorly fitted or top-dose-only effect, or effect the other way, or a change in a side signal; inactive = no such curve, though single readings can be large or run the other way; note: potency is the fitted concentration of half-maximal effect; % of control where 0% means no effect
Target sequence (Q99816 whole entry, looked up): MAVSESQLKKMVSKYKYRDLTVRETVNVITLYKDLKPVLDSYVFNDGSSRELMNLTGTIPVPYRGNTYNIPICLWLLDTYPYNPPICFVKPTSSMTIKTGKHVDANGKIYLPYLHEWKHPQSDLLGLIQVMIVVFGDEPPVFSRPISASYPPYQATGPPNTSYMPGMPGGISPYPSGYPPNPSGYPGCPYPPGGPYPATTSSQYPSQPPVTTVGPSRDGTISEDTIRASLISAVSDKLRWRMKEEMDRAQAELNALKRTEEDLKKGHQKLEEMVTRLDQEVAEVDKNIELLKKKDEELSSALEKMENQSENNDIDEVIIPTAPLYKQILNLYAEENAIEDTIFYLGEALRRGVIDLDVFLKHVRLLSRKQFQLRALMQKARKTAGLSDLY
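Tsg101 binding domain (10 uM final) was mixed with compound and a FITC-labeled PTAP peptide (50 nM final) in HEPES pH 7.5 buffer with NaCl, Tween 20, EDTA and TCEP; fluorescence polarization was read after 20 min at r.t.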
Mito fusion yeast: qHTS Assay for Small Molecule Inhibitors of Mitochondrial Division or Activators of Mitochondrial Fusion; S. cerevisiae fusion-defective mutant growth rescue, CellTiterGlo 48 h; Potency, µM (titrated, usually from 46.1 µM), inactives show top-dose growth rescue (activation), usual class: activators; 320,000 compounds, 0.23% hits;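 note: potency is the fitted concentration of half-maximal effect; % of control where 0% means no effect; nearly all actives have a fitted effect of over 45% in size; temperature-sensitive fusion mutants such as fzo1-1 at 37 °C on non-fermentable ethanol glycerol medium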
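S. cerevisiae fusion-defective temperature-sensitive mutants (e.g. fzo1-1, mgm1-5) grown 48 h at 37C in YPEG (ethanol/glycerol non-fermentable) medium with 23 nl compound per well; growth rescue read as CellTiterGlo luminescence.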
ASM inhibitor: Inhibitors of Secretory Acid Sphingomyelinase (S-ASM): qHTS. Sphingomyelin phosphodiesterase (Homo sapiens), P17405. placental ASM, HMU-PC fluorogenic substrate, 60 min. Potency, µM (top dose mostly 57.5 µM), for the others: top-dose activity change, negative = inhibition, actives largely listed as inhibitors. 340,000 compounds, 0.006% hits. AID 504937, 2011; note: potency is the fitted concentration of half-maximal effect
Target sequence (P17405 47-631 limits assumed): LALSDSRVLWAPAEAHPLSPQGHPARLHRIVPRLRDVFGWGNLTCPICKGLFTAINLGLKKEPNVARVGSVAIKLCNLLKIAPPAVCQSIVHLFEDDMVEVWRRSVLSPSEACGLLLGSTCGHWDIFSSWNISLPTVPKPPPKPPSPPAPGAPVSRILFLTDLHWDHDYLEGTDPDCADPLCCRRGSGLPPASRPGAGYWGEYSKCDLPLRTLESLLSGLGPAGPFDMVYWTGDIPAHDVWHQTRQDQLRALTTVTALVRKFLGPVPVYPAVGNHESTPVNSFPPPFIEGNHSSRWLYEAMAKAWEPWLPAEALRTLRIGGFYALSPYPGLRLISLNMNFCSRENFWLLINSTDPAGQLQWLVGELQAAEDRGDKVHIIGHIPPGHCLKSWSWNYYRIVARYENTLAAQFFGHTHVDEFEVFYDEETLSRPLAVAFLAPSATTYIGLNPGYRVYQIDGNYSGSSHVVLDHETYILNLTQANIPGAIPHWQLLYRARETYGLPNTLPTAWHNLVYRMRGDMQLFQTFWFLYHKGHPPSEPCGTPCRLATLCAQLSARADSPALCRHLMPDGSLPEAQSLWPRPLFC
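Fluorogenic HMU-PC substrate (9 uM final) is turned over by placental ASM in 60 min at 37 C after a 10 min compound preincubation. Reaction ended by alkaline stop (pH 10), with fluorescence read at 386/447 nm.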
Eya2 inh: qHTS Assay for Inhibitors of the Phosphatase Activity of Eya2. recombinant Eya2, OMFP fluorescence dephosphorylation (OMFP is methylfluorescein phosphate). 330,000 compounds, 0.006% hits. Potency, µM (series often up to 76.9 µM), without a hit: at the highest dose activity, negative = inhibition, usual class: inhibitors. Protein phosphatase EYA2 (Homo sapiens), O00167; note: potency is the fitted concentration of half-maximal effect; % is set by controls: 0 for no effect and ±100 for the full control effect
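Eya2 protein (added as 0.2 uM solution) was preincubated with compound for 10 min at ambient temperature in 50 mM HEPES pH 7.5, 50 mM NaCl, 5 uM MgCl2, 0.05% BSA, 1 mM DTT. OMFP (added at 50 uM) then reacted 10 min; fluorescence read at 485/525 nm.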
TSHR antag: Antagonists of the Thyroid Stimulating Hormone Receptor: HTS campaign; TSHR-expressing cells, TSH-stimulated cAMP HTRF, 2 h; hits give low values; 330,000 compounds, 0.2% hits; Thyrotropin receptor (Homo sapiens), P16473; activity change, negative = inhibition, % at 11.5 µM; AID 504810, 2011;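 active = activity change below a set negative limit, meaning inhibition stronger than a set level, cut at about -70% in these data; inconclusive = activity change between two set negative limits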; note: % is set by controls: 0 for no effect and ±100 for the full control effect
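TSHR-expressing cells were treated with compounds, then stimulated with TSH at EC80 (4nM final) for 2 hours at 37 deg C. Cellular cAMP was measured by HTRF competition between lysate cAMP and cAMP-d2 for a cryptate-labelled anti-cAMP antibody.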
AT treatment: qHTS Assay for Identifying a Potential Treatment of Ataxia-Telangiectasia; 320,000 compounds, 0.19% hits; […] A-T fibroblasts, KAP-1 phosphorylation AlphaLISA; neocarzinostatin DNA damage 30 min before lysis; Potency, µM (doses to about 57.5 µM), without a hit: at the top dose activation, hits mostly activators; AID 485349, 2010; note: potency is the fitted concentration of half-maximal effect; % of control where 0% means no effect; nearly all actives have a fitted effect of over 45% in size
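hTERT-immortalized A-T patient fibroblasts ([…]), 500 cells/well in OPTI-MEM, 1% FBS, got compounds for 60 min, then NCS for 30 min at 37C. Lysates were then assayed for phospho-KAP-1 by AlphaLISA (anti-pKAP1 donor, anti-KAP1 acceptor beads), 6 hr at 25C.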
Tb PFK inh: qHTS Assay to Find Inhibitors of T. brucei phosphofructokinase. ATP-dependent 6-phosphofructokinase (Trypanosoma brucei brucei), O15648. T. brucei PFK, ADP-Glo luminescence. Potency, µM (series often up to 57.5 µM), inactives show at the highest dose activity, negative = inhibition, hits mostly inhibitors. 330,000 compounds, 0.17% hits;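 note: potency is the fitted concentration of half-maximal effect; 0% = uninhibited 1x PFK enzyme wells and -100% = no-enzyme wells; nearly all actives have a fitted effect of over 60% in size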
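In TEA buffer at pH 8.0 with 5 mM MgCl2, enzyme (1.25 nM) converted F6P (0.5 mM) and ATP (0.1 mM) for 45 min at room temperature. ADP product was read by luciferase luminescence.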
TCR activator: Activators of T cell receptors: qHTS campaign; primary human leukocytes, anti-CD3, IL-2 HTRF, 48 h; Potency, µM (titrated, usually from 9.22 µM), for the others: at the highest dose activation of IL-2 secretion, most hits filed as activators; 330,000 tested, under 10 active; AID 504894, 2011; note: % of control where 0% means no effect
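TCR engagement came from a-CD3 beads alone, with compounds added to primary human leukocytes for 48 hr. Secreted IL-2 bridged europium cryptate- and d2-labelled anti-IL-2 antibodies, giving FRET emission at 665nm after 320nm excitation.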
ELG1 repair inh: qHTS screen for small molecules that inhibit ELG1-dependent DNA repair in human embryonic kidney (HEK293T) cells expressing luciferase-tagged ELG1. HEK293T ELG1-luciferase reporter, luminescence, 16 h; DNA damage induced by 5-fluorouridine. Potency, µM (highest dose often 46.1 µM), without a hit: top-dose activity change, negative = inhibition, hits mostly inhibitors. 330,000 compounds, 2.3% hits; note: potency is the fitted concentration of half-maximal effect; % is set by controls: 0 for no effect and ±100 for the full control effect; nearly all actives have a fitted effect of over 55% in size
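Quantitative HTS, concentration-response format. 2,000 cells/well co-treated with 5-fluorouridine and compound, 16 hr in 5% CO2 at 37 °C; ONE-Glo luminescence read after 30 min.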
Chronic BCR inh: qHTS Assay to Find Inhibitors of Chronic Active B-Cell Receptor Signaling | ABC-DLBCL IkBa-CBG/CBR reporter, luminescence ratio, 4 h | Potency, µM (doses to about 46.1 µM), for the others: top-dose ratio change, negative = lower green/red ratio, actives largely listed as inhibitors | 340,000 compounds, 0.05% hits; active = well fitted inhibition curve with a large enough effect in the signal ratio, with a control signal flat, not every such curve was filed as active; inconclusive = small, poorly fitted or top-dose-only effect, or effect the other way, or a change in a side signal; the % refers to the signal ratio;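 note: potency is the fitted concentration of half-maximal effect; plate controls were basal doxycycline-induced cells for no effect and cells given 10 µM MG132 for full effect; MG132 reads +100%, hits lower the ratio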
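Doxycycline induced both beetle luciferases in TMD8 lymphoma cells; IKK-driven degradation limits the IkappaBalpha-fused green signal, while red luminescence normalises for cell number and nonspecific effects. Compounds tested up to 46 uM, 4 hrs.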
* marks the source's active call; other numbers are inactive results; ? = inconclusive; · = no result given; [ ] = dose if it differs, or a comment. Unless noted, calls come from the whole dose curve; as a rule, active = well fitted curve in the direction sought with a large enough effect; inconclusive = small, poorly fitted or top-dose-only effect, or another doubt; inactive = no such curve, though single readings can be large; an effect the other way counts as inactive or inconclusive.

item	molecule	TSHR antag	Eya2 inh	ELG1 repair inh	Chronic BCR inh	ASM inhibitor	Tb PFK inh	AT treatment	Mito fusion yeast	TCR activator	PTAP TSG101 blk	a7 integrin act
1	COc1ccc(NC(=O)CSc2n[nH]c(-c3ccncc3)n2)cc1Cl	-7	-19%	10%	?	-1%	5%	12%	·	-3%[46.1 µM]	-3%	-10%
2	Cc1cc(C)c(S(=O)(=O)c2ccccc2)c(OC(=O)c2c(F)cccc2F)n1	-2	7%	0%	?	1%	-8%	1%	-4%	1%	1%	-6%
3	CC(C)CCN1CCN(Cc2ccc(N3CCNC3=O)cc2)CC1CCO (stereo not drawn)	-1	-3%	23%	-4%	5%	-5%	-5%	2%	4%	1%	19%
4	CCCCCCCCNC(=O)c1cnsn1	7	-3%	1%	?	2%	-4%	0%	-3%	-3%[46.1 µM]	-2%	3%
5	O=C(NNC(=O)c1ccccc1[N+](=O)[O-])c1ccc(NS(=O)(=O)c2cccs2)cc1	-1	-4%	12%	-8%	-1%	4%	1%	2%	-4%	-2%	1%
6	CCOC(=O)Cn1c(=O)oc2cc(S(=O)(=O)NCC3CCCO3)ccc21 (stereo not drawn)	5	4%	1%	17%	-7%	-4%	-1%	0%	0%	-5%	28%
7	COc1ccccc1NC(=O)c1cccnc1	·	·	·	·	-2%	·	·	-2%	1%	-6%	-3%
8	O=S1(=O)N=C(Nc2ccc(O)c(CN3CCCCC3)c2)c2ccccc21	8	12%	?	-15%	0%	0%	-11%	-5%	-3%	-6%	-20%
9	COc1ccccc1-c1cc2nc(C)cc(C)n2n1	6	0%	24%	?	5%	2%	1%	-2%	1%	-6%	7%
10	Cc1ccccc1NC(=O)C1CCN(C(=O)N2CCOc3ccccc32)CC1	-3	0%	-1%	-17%	-2%	1%	-2%	-4%	-3%	0%	-3%
11	O=C(Nc1cccc(C(=O)O)c1)/C(=C\c1ccc2c(c1)OCO2)NC(=O)c1ccco1	-6	-1%	18%	?	1%	1%	1%	2%	8%	-2%	22%
12	CCCN1C(C)C(C(=O)OCC)=CN(Cc2ccc(Br)cc2)S1(=O)=O (stereo not drawn)	-17	-11%	-8%	5%	-3%	-1%	18%	·	5%[46.1 µM]	-2%	-23%
13	CN(CC(=O)Nc1cccc(F)c1)C(=O)c1ccc(C2SCCS2)cc1	6	-8%	-19%	-11%	1%	-3%	-9%	19%	-2%	0%	-33%
14	COCc1ccc(CN2CCCC(CCC(=O)NCc3ccc(C)o3)C2)o1 (stereo not drawn)	5	6%	9%	-8%	3%	0%	3%	-4%	3%	-7%	11%
15	O=S(=O)(c1ccc(F)cc1)N1CCN(C(=S)NCc2ccccc2)CC1	-6	-25%	-7%	3%	-4%	2%	5%	21%	-1%	-5%	2%
16	CC(C)n1nc(C(=O)NCc2ccc3c(c2)OCO3)c2ccccc2c1=O	-14	11%	-9%	-12%	3%	0%	2%	2%	7%	-10%	33%
17	O=C(CN(C1CCCCC1)S(=O)(=O)c1ccccc1)NCc1ccco1	11	0%	-1%	13%	2%	0%	-4%	1%	8%[46.1 µM]	-4%	-4%
18	CCc1ccc(S(=O)(=O)Nc2nnc(N)s2)cc1	9	-8%	6%	3%	0%	1%	7%	1%	3%	-5%	?
19	COc1cccc(NCc2nnc(SCC(=O)NC3CCS(=O)(=O)C3)n2C2CCCCC2)c1 (stereo not drawn)	16	-19%	2%	-4%	12%	-2%	-13%	3%	0%	-10%	18%
20	CS(=O)(=O)N(CC(=O)NCC1CCCO1)c1cc(Cl)cc(Cl)c1 (stereo not drawn)	-5	-16%	2%	-3%	-2%	?	5%	0%	1%	-5%	6%
21	CCCCOc1ccc(OCCNS(=O)(=O)N(C)C)cc1	-14	2%	-23%	?	-3%	-4%	3%	-11%	2%	0%	-19%
22	CC(C)(C)n1nnnc1C(c1ccncc1)N1CCCCCC1 (stereo not drawn)	-6	2%	-3%	-1%	2%	3%	3%	-2%	2%	-9%	-9%
23	CCC(=O)NC(=S)Nc1ccc(NC(=O)COc2ccc(Cl)c(C)c2)cc1	1	-1%	-27%	-1%	-6%	7%	2%	-4%	-5%[46.1 µM]	-6%	3%
24	CC(CCc1ccccc1)NC(=O)CN1CCN(Cc2ccc(Cl)cc2)C1=O (stereo not drawn)	-3	-7%	?	13%	2%	3%	-9%	-1%	8%	-2%	-4%
25	COc1cccc(CNCc2ccc3c(c2)OCO3)c1	-5	3%	0%	0%	2%	1%	6%	-1%	0%	0%	15%
26	CCOC(=O)c1c(C2CC2)csc1NC(=O)COC(=O)c1cc(OC)c(OC)cc1[N+](=O)[O-]	-4	-6%	13µM*	-12%	-1%	1%	3%	-10%	1%	-5%	-5%
27	Cc1ccc(S(=O)(=O)N(C)C)cc1NC(=S)Nc1ccc2cn[nH]c2c1	0	19%	6%	-1%	-1%	-1%	1%	0%	-8%	2%	-11%
28	CC(C)c1nc(NCCO)c(C#N)c2c1CCCC2	16	-6%	?	4%	11%	-6%	8%	11%	-22%	-6%	28%
29	O=C(C1CCN(S(=O)(=O)c2cccc3nsnc23)CC1)N1CCN(c2ccccc2F)CC1	-5	0%	?	-7%	-3%	-5%	-6%	3%	8%	-5%	3%
30	CCOC(=O)c1cc(C#N)c(Nc2ccc(C)cc2)nc1C(F)(F)F	-4	0%	-10%	12%	34%	1%	9%	1%	-11%	-1%	20%
31	CCOC(=O)Cn1c(=O)oc2cc(S(=O)(=O)N3CCCC(C)C3)ccc21 (stereo not drawn)	-28	-4%	1%	-1%	1%	0%	26%	3%	0%	2%	5%
32	O=C(c1cc2cc(Cl)ccc2[nH]1)N1CCN(c2ccc(F)cc2)CC1	-10	-17%	-1%	?	-13%	0%	-2%	-21%	-6%	3%	17%
33	O=C(CC1S/C(=N/N=C/c2cccs2)NC1=O)Nc1ccccc1F (stereo not drawn)	-1	9%	?	5%	-4%	3%	3%	-5%	-2%	1%	-54%[inhibitor]
34	O=c1[nH]c(C2CCN(S(=O)(=O)c3ccc(C(F)(F)F)cc3)CC2)nc2c1nnn2Cc1ccccc1	-14	-19%	?	0%	-4%	0%	0%	-1%	-8%	-2%	-27%
35	COC(=O)c1c(N(S(C)(=O)=O)S(C)(=O)=O)sc2c1CCN(c1ncc(C(F)(F)F)cc1Cl)C2	10	19%	-4%	22%	-1%	-2%	-1%	-4%	6%	4%	6%
36	O=C(CCC(=O)N1CCN(S(=O)(=O)c2ccc(Cl)cc2)CC1)NCc1ccccc1	-5	4%	-7%	3%	0%	2%	-2%	-2%	7%[46.1 µM]	1%	20%
37	CCC1CCCCN1CCCNC(=O)CN1C(=O)COc2ccc(S(=O)(=O)N3CCOCC3)cc21 (stereo not drawn)	-4	-9%	1%	-8%	2%	3%	9%	-2%	13%	-6%	31%
38	CSc1nc(C(C)C)ccc1CNC(=O)CC(C)c1ccccc1 (stereo not drawn)	-10	-17%	?	-2%	-2%	-9%	-6%	23%	2%	-4%	-8%
